Assay outcomes deposited in PubChem BioAssay by several laboratories.
DTT redox prof = compounds producing H2O2 with reducing agent – biochemical, NIH compound library profiling, artefact control for MLSCN library redox annotation, primary screen; DTT-dependent redox cycling H2O2, phenol red/HRP absorbance; 100% = 100 µM peroxide control, 0% = buffer; activation, % at 10 µM; 200,000 tested, 0.03% active; AID 878, 2007;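 active means activation of at least 50% relative to the plate's high and low controls in the primary single-dose screen; inactive means activation below 50%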;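 further: compound incubated with DTT at 0.8 mM final as the reducing agent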
TLR4 MyD88 comp = inhibitors of TLR4-MyD88 association in cells, primary screen, cell-based, HeLa CL3-4, BLA complementation, FRET ratio. Toll-like receptor 4 (Homo sapiens) + Myeloid differentiation primary response protein …. HeLa CL3-4 TLR4/MyD88 BLA complementation. inhibition, % at 8.4 µM. 200,000 tested, 0.18% active; in the data active means inhibition above about 25%;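 further: 0% = vehicle and 100% = reference inhibitor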
Target sequence (O00206 whole entry, looked up): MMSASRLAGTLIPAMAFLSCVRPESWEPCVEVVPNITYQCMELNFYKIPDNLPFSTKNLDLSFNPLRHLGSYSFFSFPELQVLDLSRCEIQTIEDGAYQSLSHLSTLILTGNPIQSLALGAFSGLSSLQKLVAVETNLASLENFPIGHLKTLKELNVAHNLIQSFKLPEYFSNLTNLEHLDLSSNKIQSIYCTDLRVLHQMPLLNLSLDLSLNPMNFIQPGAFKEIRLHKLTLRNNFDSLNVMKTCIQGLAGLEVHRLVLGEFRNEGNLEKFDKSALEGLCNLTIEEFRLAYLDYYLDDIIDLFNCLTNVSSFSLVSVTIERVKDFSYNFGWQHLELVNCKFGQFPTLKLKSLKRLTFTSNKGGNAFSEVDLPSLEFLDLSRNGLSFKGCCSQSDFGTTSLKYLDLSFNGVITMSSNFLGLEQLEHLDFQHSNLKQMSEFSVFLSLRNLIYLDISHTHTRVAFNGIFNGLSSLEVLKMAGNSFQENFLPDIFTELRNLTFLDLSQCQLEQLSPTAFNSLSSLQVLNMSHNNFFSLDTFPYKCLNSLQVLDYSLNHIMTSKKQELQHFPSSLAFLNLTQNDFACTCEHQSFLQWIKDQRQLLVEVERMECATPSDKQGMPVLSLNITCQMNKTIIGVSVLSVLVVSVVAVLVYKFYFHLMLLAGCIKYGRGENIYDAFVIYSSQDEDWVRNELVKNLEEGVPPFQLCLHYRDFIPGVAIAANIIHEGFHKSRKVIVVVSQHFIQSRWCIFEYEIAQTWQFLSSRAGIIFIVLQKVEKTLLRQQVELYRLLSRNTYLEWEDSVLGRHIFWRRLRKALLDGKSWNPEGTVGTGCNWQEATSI
Target sequence (Q99836 whole entry, looked up): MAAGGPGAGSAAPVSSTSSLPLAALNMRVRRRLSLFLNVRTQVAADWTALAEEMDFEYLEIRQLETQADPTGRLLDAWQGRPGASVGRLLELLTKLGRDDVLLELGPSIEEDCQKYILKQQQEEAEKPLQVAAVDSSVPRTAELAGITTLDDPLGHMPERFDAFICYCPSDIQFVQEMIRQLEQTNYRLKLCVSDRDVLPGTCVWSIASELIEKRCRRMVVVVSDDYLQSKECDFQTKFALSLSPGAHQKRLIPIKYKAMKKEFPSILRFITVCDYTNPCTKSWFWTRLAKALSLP
bIAP inh = bovine intestinal alkaline phosphatase inhibitors, primary screen, selectivity assay for TNAP inhibitor project, biochemical, bovine IAP, CDP-star luminescence; alkaline phosphatase, intestinal [Bos taurus]; purified bovine IAP, 30 min; inhibition, % at 20 µM; 190,000 tested, under 10 active; AID 1019, 2008;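 active means over 50% inhibition of intestinal alkaline phosphatase at 20 µM in the single-dose screen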
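System: purified bovine intestinal alkaline phosphatase (IAP) enzyme; Input: IAP diluted 1/65,000,000 in the well; Measured by: CDP-star luminescence signal; Compound dosing: 20 µM single dose; Incubation: 30 min reaction at room temperature.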
PPARg SRC3 recr = PPARgamma agonists recruiting SRC-3 coactivator, primary screen, biochemical. 200,000 tested, 0.26% active. biochemical PPARgamma/SRC-3 coactivator recruitment assay. AID 731, 2007. Peroxisome proliferator-activated receptor gamma (Homo sapiens), P37231. activation, % at 8 µM; in the data active means activation above about 23%;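 further: 0% = DMSO and 100% = reference agonist; some compounds past the cut are filed as inactive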
L major viab = Leishmania major promastigote growth inhibition, primary screen | Leishmania major promastigotes, resazurin fluorescence viability | inhibition, % at 10 µM | 200,000 tested, 9% active; in the data active means inhibition above about 50%;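 further: promastigotes grown with compound for 44 hours at 28 °C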
TR-FRET SRC-2 ct = TR-FRET signal artefacts, primary screen, artefact control for PPARgamma SRC-2 agonist project, biochemical; TR-FRET artefact counter-screen; stronger effect = higher value; TR-FRET ratio at 8 µM; 200,000 tested, 0.4% active; AID 1049, 2008; in the data active means TR-FRET ratio above about 2000; further: inactives centre near 1500
PPARg SRC-1 ag = PPARgamma agonists recruiting SRC-1 coactivator, primary screen, biochemical. Peroxisome proliferator-activated receptor gamma (Homo sapiens), P37231. PPARgamma-SRC-1 coactivator recruitment biochemical assay. 200,000 tested, 0.41% active. activation, % at 8 µM; in the data active means activation above about 19%;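 further: 0% = DMSO and 100% = reference agonist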
S1P3 antag = S1P3 receptor antagonists, primary screen, cell-based | 170,000 tested, 0.27% active | AID 485, 2006 | inhibition, % at 4.98 µM | CHO S1P3 NFAT-BLA reporter, FRET fluorescence, antagonist mode;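 active means inhibition above the plate cutoff, the mean inhibition of test wells on that plate plus 3 SD, cut at about 28% in these data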;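 further: cells challenged with S1P at its EC80 of 0.8 µM; blue over green emission ratio from cleaved BLA substrate after 4 h stimulation; 0% = S1P-stimulated wells and 100% = unstimulated DMSO-only wells; some compounds past the cut are filed as inactive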
PPARg SRC-2 ag = agonists of PPARg-SRC-2 recruitment, primary screen, biochemical, HTS | 200,000 tested, 0.34% active | PPARgamma LBD-SRC-2 recruitment | activation, % at 8 µM; in the data active means activation above about 22%;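 further: 0% = vehicle and 100% = reference agonist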
bIAP act = bovine intestinal alkaline phosphatase activators, primary screen, biochemical, bovine IAP, CDP-star luminescence. alkaline phosphatase, intestinal [Bos taurus]. purified bovine IAP, 30 min; stronger effect = higher value; fold of DMSO-control signal, blank-subtracted. activation factor at 20 µM. 200,000 tested, 0.17% active;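 active means activation factor of 2 or more at 20 µM, a signal rise over negative controls twice the positive control's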
ROMK mod = ROMK potassium channel modulators, primary screen, cell-based, thallium flux, MLSMR library; 130,000 tested, 2% active; AID 1918, 2009; ATP-sensitive inward rectifier potassium channel 1 (Homo sapiens), P48048; B-score at 10 µM; Tet-inducible ROMK, thallium flux fluorescence; actives lie on both sides;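 active means signal ratio slope over the read window, or its plate-corrected B-score, at least 3 SD from the plate mean, either direction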;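 further: B-score of the F/F0 ratio slope over 7 to 12 s after thallium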
An asterisk follows results filed as active; / = no result given. Only part of the results is shown; rates above refer to the full screens.

1: Fc1ccccc1CCNCc1cccc(Cl)c1Cl
2: CC1CC(NC(=O)C2C3CCC(O3)C2C(=O)O)CC(C)(C)C1 (centres undefined)
3: CCOc1ccc(N2C(=O)NC(=O)/C(=C\c3cc(OC)c(OC)cc3[N+](=O)[O-])C2=O)cc1
4: CCN1CCN(C(=O)COc2ccc(S(=O)(=O)NC(C)C)cc2)CC1
5: O=c1c2ccccc2nc(N2CCCC2)n1-c1ccc(Cl)cc1
6: O=C1NC(=O)C(CCc2ccncc2)(CCc2ccncc2)C(=O)N1C1CCCCC1
7: CC(C)OP(=O)(OC(C)C)C(O)c1ccccc1F (centres undefined)
8: COc1ccc2c(CN3CC=C(c4ccccc4)CC3)cc(=O)oc2c1

entry no.,1,2,3,4,5,6,7,8
DTT redox prof,-3.7,-0.2,-0.5,-0.6,0.1,-0.2,0.3,-1.0
TLR4 MyD88 comp,9,20,-5,8,-18,-3,-8,8
bIAP inh,10,16,-11,7,14,-20,8,2
PPARg SRC3 recr,-5,5,5,13,-2,2,4,1
L major viab,9,-5,56*,-3,15,8,-9,8
TR-FRET SRC-2 ct,1413,1643,1625,1488,1623,1550,1674,1830
PPARg SRC-1 ag,-8,2,6,1,-1,2,-2,6
S1P3 antag,/,9,1,/,10,-5,-1,-14
PPARg SRC-2 ag,-7,10,0,-5,-2,-6,4,7
bIAP act,0.9,0.8,1.1,0.9,0.9,1.2,0.9,1
ROMK mod,/,/,/,/,-1,/,/,/

9: CN1CCC(C)(O)C2CCCCC21 (centres undefined)
10: CCOC(=O)c1c(N)n(Cc2ccccc2)c2nc3ccccc3nc12
11: NCC1(c2ccc3c(c2)OCCO3)CCCC1
12: CCCCCc1cc(O)c2c3c(c(=O)oc2c1)CN(C)CC3
13: CCOC(=O)C1SC2(C(F)F)CC1(O)c1c(c(OC)c3occc3c1OC)O2 (centres undefined)
14: OC(c1ccccc1)(c1ccccc1)C1CN2CCC1CC2 (centres undefined)
15: O=C1/C(=C/c2cc([N+](=O)[O-])ccc2Cl)N2CCC1CC2
16: C/C(=N\Nc1cccc2ccccc12)c1c(O)n(Cc2ccccc2)c(=O)[nH]c1=O

entry no.,9,10,11,12,13,14,15,16
DTT redox prof,-0.4,-0.5,-0.7,-0.7,-0.7,-1.4,-4.0,-0.1
TLR4 MyD88 comp,-15,12,-4,-4,1,-2,-4,-10
bIAP inh,-7,-11,6,-17,-1,-2,0,7
PPARg SRC3 recr,1,0,3,3,2,1,0,-7
L major viab,-1,100*,3,99*,3,2,74*,-1
TR-FRET SRC-2 ct,1588,1553,1626,1598,1533,1276,1512,1289
PPARg SRC-1 ag,12,5,0,1,1,-3,-11,-7
S1P3 antag,-23,11,/,10,-6,-8,/,-6
PPARg SRC-2 ag,-2,-9,9,2,8,-6,1,3
bIAP act,1.1,1.1,0.9,1.2,1,1,1,0.9
ROMK mod,-11*,-0.66,-0.34,-0.4,-1.9,-1.8,/,1.6

In another format: entries from further up
item | structure | DTT redox prof | TLR4 MyD88 comp | bIAP inh | PPARg SRC3 recr | L major viab | TR-FRET SRC-2 ct | PPARg SRC-1 ag | S1P3 antag | PPARg SRC-2 ag | bIAP act | ROMK mod
10 | CCOC(=O)c1c(N)n(Cc2ccccc2)c2nc3ccccc3nc12 | -0.5 | 12 | -11 | 0 | 100* | 1553 | 5 | 11 | -9 | 1.1 | -0.66
11 | NCC1(c2ccc3c(c2)OCCO3)CCCC1 | -0.7 | -4 | 6 | 3 | 3 | 1626 | 0 | / | 9 | 0.9 | -0.34
12 | CCCCCc1cc(O)c2c3c(c(=O)oc2c1)CN(C)CC3 | -0.7 | -4 | -17 | 3 | 99* | 1598 | 1 | 10 | 2 | 1.2 | -0.4
13 | CCOC(=O)C1SC2(C(F)F)CC1(O)c1c(c(OC)c3occc3c1OC)O2 (centres undefined) | -0.7 | 1 | -1 | 2 | 3 | 1533 | 1 | -6 | 8 | 1 | -1.9

A few values from the list:
Entry for `NCC1(c2ccc3c(c2)OCCO3)CCCC1` in L major viab: 3
Entry for `CCOC(=O)c1c(N)n(Cc2ccccc2)c2nc3ccccc3nc12` in TR-FRET SRC-2 ct: 1553

Going on with the list:
17: CCN(CC)c1ccc(N=Cc2c(O)n(-c3ccccc3C)c(=O)[nH]c2=O)cc1
18: COc1ccc(C(=O)C2CCCN(C3CSCCSC3)C2)cc1OC (centres undefined)
19: Cc1ccc(NC(=O)CSc2nnc([C@@H](N)Cc3c[nH]c4ccccc34)o2)c(C)c1
20: c1ccc2c(c1)Nc1ccccc1S2

entry no.,17,18,19,20
DTT redox prof,2.1,1.4,1.6,-0.6
TLR4 MyD88 comp,12,-1,-15,10
bIAP inh,5,-1,-9,8
PPARg SRC3 recr,16,0,-1,11
L major viab,17,18,-6,19
TR-FRET SRC-2 ct,1534,1653,1635,1671
PPARg SRC-1 ag,-1,-1,4,20
S1P3 antag,/,11,-1,0
PPARg SRC-2 ag,10,1,-1,18
bIAP act,0.9,1,1.1,0.9
ROMK mod,1.1,0.18,/,/
